Screens as filed in PubChem.
HT1080 IDH1KD tx = HT-1080 IDH1 knockdown cell toxicity (counter line); HT-1080 IDH1 knockdown viability, ATP luminescence, 48 h; Potency, µM (doses to about 46.1 µM), for inactives: top-dose activity, negative = toxicity, actives largely listed as cytotoxic; actives 2% (n = 360,000); AID 686971;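 note: potency is the fitted concentration of half-maximal effect; 0% = DMSO wells and -100% = cell-free medium wells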
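CellTiter-Glo luminescence after 48 h compound exposure at 37 degrees C of IDH1-knockdown HT-1080 cells in 5% FBS RPMI. %Activity scaled between DMSO wells and cell-free media wells, with curves fitted and assigned curve classes.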
HT1080-NT tox = kills 2HG-producing HT-1080-NT fibrosarcoma cells; HT-1080-NT fibrosarcoma viability, CellTiter-Glo ATP luminescence, 48 h; Potency, µM (series often up to 46.1 µM), inactives show at the top dose activity, negative = less viability, hits mostly cytotoxic; actives 1.6% (n = 360,000); AID 686970;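 note: NT is the 2HG producing partner of a matched IDH1 knockdown line; potency is the fitted concentration of half-maximal effect; 0% = DMSO-treated cells and -100% = media-only wells without cells; nearly all actives have a fitted effect of over 55% in size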
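A 48-hour cytotoxicity screen used HT-1080-NT cells plated 2 hours before compound delivery. ATP-based CellTiter-Glo luminescence measured viability, normalized to DMSO and no-cell controls.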
KB-V1 MDR tox = KB-V1 MDR subline cytotoxicity; KB-V1 MDR cells viability, CellTiter-Glo, 72 h; Potency, µM (top dose mostly 46.1 µM), inactives show at the highest dose activity change, negative = cytotoxicity, most hits filed as cytotoxic; actives 3.4% (n = 400,000); AID 1347076; note: potency is the fitted concentration of half-maximal effect; % is set by controls: 0 for no effect and ±100 for the full control effect; nearly all actives have a fitted effect of over 60% in size
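KB-V1 cells (P-gp-expressing MDR subline of KB-3-1) in phenol-red-free DMEM with 10% FBS were exposed to library compounds over a concentration series for 72 h at 37 degrees C. Viability read by CellTiter-Glo luminescence; concentration-effect curves fitted after normalization.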
KB-3-1 cytotox = kills parental KB-3-1 adenocarcinoma cells; KB-3-1 viability, CellTiter-Glo ATP luminescence, 72 h; Potency, µM (top dose mostly 46.1 µM), inactives show top-dose activity change, negative = cytotoxic, actives largely listed as cytotoxic; actives 1.4% (n = 400,000); AID 1347075; note: potency is the fitted concentration of half-maximal effect; % is set by controls: 0 for no effect and ±100 for the full control effect; nearly all actives have a fitted effect of over 60% in size
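Viability of parental KB-3-1 cells, measured by CellTiter-Glo luminescence, followed a 72 h incubation at 37 °C with pinned compounds in phenol-red-free DMEM containing 10% FBS.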
ATXN viability = viability counter-screen for ATXN expression inhibitors; S2 cells (HEK-293 line with an ATXN2-luciferase reporter) viability, CellTiter-Fluor protease fluorescence, 24 h; Potency, µM (top dose mostly 56.7 µM), usual class: cytotoxic; actives 0.49% (n = 400,000); AID 651635; note: potency is the fitted concentration of half-maximal effect; nearly all actives have a fitted effect of over 40% in size
ATXN2 expr inh = inhibitors of ATXN2 expression. Potency, µM (highest dose often 57 µM), inactives show at the highest dose activity change, negative = inhibition, usual class: inhibitors. HEK-293 ATXN2-luciferase reporter, luminescence, 24 h. actives 0.72% (n = 360,000); note: potency is the fitted concentration of half-maximal effect; % is set by controls: 0 for no effect and ±100 for the full control effect; nearly all actives have a fitted effect of over 55% in size
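qHTS (up to 57 uM final) was run with 24 h compound exposure of reporter cells at 37 °C. Each well was multiplexed: SteadyGlo luminescence measured ATXN2-luciferase expression after a fluorogenic Gly-Phe-AFC viability readout (25 uM final).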
IL-1B inflam inh = blocks inflammasome-driven IL-1 beta release | actives 4.7% (n = 360,000) | activity change, % at 57.5 µM | THP-1 LPS/ATP IL-1B secretion, AlphaLISA, 16 h; hits give low values; in the data active = activity change below about -50%; inconclusive = mostly about -30% to -49%; note: % is set by controls: 0 for no effect and ±100 for the full control effect
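Secreted IL-1B measured by AlphaLISA bead assay after 16 h compound exposure of THP-1 cells; compounds (final up to 57.5 uM) added 1 h before LPS (250 ng/mL) and ATP (1.25 mM) stimulation; lower signal means less secretion.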
SW480 rereplic = DNA re-replication induction in SW480 cells; SW480 DNA re-replication, Hoechst DNA content imaging, 48 h; Potency, µM (series often up to 46.1 µM), for inactives: top-dose re-replication activation, hits mostly activators; actives 1.8% (n = 340,000); note: potency is the fitted concentration of half-maximal effect; % of control where 0% means no effect; nearly all actives have a fitted effect of over 55% in size
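Hoechst fluorescence of nuclei (405 nm excitation, 500-530 nm emission) measured by plate-scanning imager after 48 hr compound exposure at 37 C; re-replication scored as increased number of nuclei with elevated intensity.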
MCF10A rereplic = induces DNA re-replication in MCF 10a normal breast cells; MCF 10A DNA re-replication, Hoechst nuclear intensity, 48 h; Potency, µM (series often up to 46.1 µM), inactives show top-dose activity, positive = re-replication, hits mostly activators; actives 2.9% (n = 350,000); AID 624296; note: potency is the fitted concentration of half-maximal effect; % of control where 0% means no effect; nearly all actives have a fitted effect of over 50% in size
* hit, by the source's call; i = inactive; ? = inconclusive; · = no result given; & = joins results of further samples; [ ] = remark or other dose. Unless noted, calls come from the whole dose curve; as a rule, active = well fitted curve in the direction sought with a large enough effect; inconclusive = small, poorly fitted or top-dose-only effect, or another doubt; inactive = no such curve, though single readings can be large; an effect the other way counts as inactive or inconclusive.

SMILES	HT1080 IDH1KD tx	HT1080-NT tox	KB-V1 MDR tox	KB-3-1 cytotox	ATXN viability	ATXN2 expr inh	IL-1B inflam inh	SW480 rereplic	MCF10A rereplic
O=C(CCNc1cc(Cl)cc(Cl)c1)c1cccs1	0.0%	1.9%	4.8%	2.7%	i	4.7%	-7.7	1.4%	23.1µM*
COc1ccc(CNc2ccccc2)cc1Br	5.6%	5.7%	12.5%	0.7%	i	12.0%	-23.7	24.9%	-10.0%
O=C(Cn1ccc(NC(=O)OCc2ccccc2)nc1=O)NCCCN1CCCC1=O	1.7%	1.9%	6.3%	6.5%	i	-3.1%	1.3	-5.9%	8.9%
CN(CC1CCCN(CCc2ccc(F)cc2)C1)C(=O)CCC(N)=O (configuration not stated)	-1.7%	-10.3%	0.0%	-2.3%	?	-14.3%	-23.8	-8.3%	-7.0%
O=C(c1ccccc1F)N(Cc1ccc2c(c1)OCO2)Cc1cc2cc3c(cc2n2nnnc12)OCO3	7.8%	7.5%	-4.8%	9.3%	i	2.2%	3.6	-3.3%	?
C#CCOCCOCCOCCNc1nc(N2CCN(C(=O)[C@H]([C@@H](C)CC)n3cc([C@@H](N)CO)nn3)CC2)nc(N2CCN(C(=O)[C@H](Cc3ccc(O)cc3)n3cc([C@@H](N)C(C)CC)nn3)CC2)n1 (some centres not stated)	-2.3%	2.2%	4.5%	-16.2%	i	-1.2%	-2.9	-9.8%	-3.9%
CCCn1c(-c2cccc(F)c2)nc2c1c(=O)[nH]c(=O)n2Cc1ccccc1	-13.6%	-11.4%	2.4%	4.2%	i	-1.2%	13.7	3.0%	18.6%
CCCC(NCC(=O)Nc1cc(S(=O)(=O)N2CCOCC2)ccc1OC)c1ccccc1 (configuration not stated)	2.4%	-9.8%	·	·	i	-5.4%	?	-5.0%	5.7%
CCc1nc2ccccc2nc1N1CCN(S(=O)(=O)c2ccc(Cl)cc2)CC1	17.9%	11.5%	9.1%	-16.5%	i	1.7%	-5.8	1.8%	?
O=C1c2cccc3cccc(c23)C(=O)N1CC1CCN(CC(O)COCc2ccc3c(c2)OCO3)CC1 (configuration not stated)	20.6µM*	20.6µM*	?	?	?	-27.9%	-80.7*	4.5%	?
O=C(Cn1ncc2c(=O)oc3ccccc3c21)N(Cc1ccco1)C1CCCCC1	9.9%	-0.9%	-3.6%	-2.4%	i	-13.9%	-8.5	-12.3%	11.3%
O=C(NC(=S)N(CCc1ccccc1)CCc1ccccc1)c1ccco1	-16.3%	-7.5%	6.51µM*	?	?	?	13.9	?	14.3%
CC(C)NC(=O)NC(=O)CN1C(=O)NC(Cc2c[nH]c3ccccc23)C1=O (configuration not stated)	-3.1%	0.0%	2.2%	-4.4%	i	·	0.4	-83.7%[inhibitor]	17.5%
CCOC(=O)c1cc(-c2ccccc2)nn1Cc1ccccc1	·	·	3.3%	2.2%	i	48.9%[activator]	·	·	·
CN(C)c1nc(OCCNC(=O)COc2ccc(Cl)cc2Cl)nc(N2CCOCC2)n1	-4.0%	-9.2%	?	-3.8%	?	-12.0%	18.8	-0.9%	7.3%
CCOC(=O)C(CCCCCCC(NC(C)=O)(C(=O)OCC)C(=O)OCC)(NC(C)=O)C(=O)OCC	-8.7%	0.4%	13.3%	2.5%	i	-16.6%	31.1	-6.0%	0.7%
CC(=O)Nc1ccc(NC(=O)C/C(C)=N/NC(=O)C(=O)Nc2ccc(C)c(Cl)c2)cc1	3.5%	-3.6%	0.0%	4.9%	i	-4.4%	-9.2	-7.4%	?
CCNC(=O)C1CCCN(Cc2ccc(C)c3ccccc23)CC1 (configuration not stated)	5.4%	11.1%	3.7%	0.0%	i	-0.4%	12.3	·	·
CCC1CCCCN1CCCNC(=O)Cn1c2ccccc2c2nc(=O)cc(C)n21 (configuration not stated)	7.6%	-9.7%	15.4%	-0.6%	i	·	14.0	-1.1%	1.0%
Cc1ccc(C(=O)CSc2nnc(CNc3ccc(C)cc3C)o2)cc1	?	-21.7%	-4.1%	11.0%	?	?	9.7	-1.2%	8.4%
CN(CCC#N)C(=S)Nc1ccc(F)cc1	0.3%	14.0%	4.2%	14.8%	i	-11.1%	1.0	?	3.1%
O=S(=O)(c1ccc(NC(=S)N2CCCCC2CO)cc1)N1CCOCC1 (configuration not stated)	2.1%	3.5%	?	2.5%	i	·	2.5	·	·
Cc1ccc(CNC(=O)C2CCCN2S(=O)(=O)c2ccc(Cl)cc2)cc1 (configuration not stated)	1.0%	-0.2%	-6.7%	-13.2%	i	-37.4%	24.5	-7.9%	-1.7%
COc1ccc(/C=N/n2cncn2)cc1COc1ccc(NC(C)=O)cc1	0.0%	-1.1%	-6.5%	2.7%	i	-1.2%	0.0	18.6%	-1.3%
Cc1cc(C)n2nc(SCC(=O)Nc3ccc(O)cc3)nc2n1	-11.6%	-2.4%	-8.3%&-1.2%	-5.4%&2.3%	i	-19.2%&0.2%	18.2	-8.4%	0.1%
C[C@H](CO)N1C[C@H](C)[C@@H](CN(C)C)Oc2c(NC(=O)c3ccncc3)cccc2C1=O	6.9%	12.8%	0.0%	7.2%	i	2.1%	12.0	-7.0%	-14.5%
COc1ccc(-n2cc(-c3ccccc3)c3c(=S)nc[nH]c32)cc1	-7.0%	-15.8%	-23.6%	2.4%	i	·	18.8	0.5%	?
N#Cc1cc2c(nc1SCC(=O)N1CCCCC1)CCCC2	3.0%	-6.6%	-18.8%	-2.4%	i	14.2%	-2.4	-6.5%	1.8%
CCC(C)NC(=O)CCNS(=O)(=O)c1ccc(Br)cc1 (configuration not stated)	-8.7%	3.6%	?	13.3%	i	-4.4%	-3.3	-2.8%	1.0%
CCNC(=S)N1CCC(NC(=O)C2CCCCC2)CC1	10.9%	11.5%	9.3%	4.0%	i	2.1%	0.1	-6.0%	-3.1%

Arranged by number of heavy atoms (ascending): some entries from above.
SMILES	HT1080 IDH1KD tx	HT1080-NT tox	KB-V1 MDR tox	KB-3-1 cytotox	ATXN viability	ATXN2 expr inh	IL-1B inflam inh	SW480 rereplic	MCF10A rereplic
CCOC(=O)c1cc(-c2ccccc2)nn1Cc1ccccc1	·	·	3.3%	2.2%	i	48.9%[activator]	·	·	·
C[C@H](CO)N1C[C@H](C)[C@@H](CN(C)C)Oc2c(NC(=O)c3ccncc3)cccc2C1=O	6.9%	12.8%	0.0%	7.2%	i	2.1%	12.0	-7.0%	-14.5%
O=C(c1ccccc1F)N(Cc1ccc2c(c1)OCO2)Cc1cc2cc3c(cc2n2nnnc12)OCO3	7.8%	7.5%	-4.8%	9.3%	i	2.2%	3.6	-3.3%	?

Further entries
SMILES	HT1080 IDH1KD tx	HT1080-NT tox	KB-V1 MDR tox	KB-3-1 cytotox	ATXN viability	ATXN2 expr inh	IL-1B inflam inh	SW480 rereplic	MCF10A rereplic
CC[C@H](C)[C@H]1CNC(=S)N1CC1CCN(CCCC2CCCC2)CC1	0.1%	-5.0%	0.0%	-0.2%	i	-14.1%	-28.5	1.5%	-20.0%
COc1ccc(C(=O)/C=C/c2ccccc2)c(OC)c1	?	-25.2%	0.0%	?	?	?	-110.6*	28.4%	?
C[C@@H]1CN([C@H](C)CO)S(=O)(=O)c2ccc(C3=CCCCC3)cc2O[C@H]1CN(C)C(=O)Cc1cccnc1	1.1%	0.3%	-6.0%	2.7%	?	-5.8%	-23.9	·	·
O=C(CSc1nc2ccccc2c(=O)n1-c1ccc(F)c(Cl)c1)Nc1cccc(S(=O)(=O)N2CCOCC2)c1	-2.4%	-1.0%	5.8%	10.2%	i	-11.5%	8.8	1.6%	5.7%
Cc1cc2oc(=O)c(CC(=O)NCCCN(C)C)c(C)c2c2occ(C(C)(C)C)c12	5.8µM*	18.4µM*	?	?	22.4µM*	-27.7%	-97.8*	9.2µM*	?
COc1ccc2cc(S(=O)(=O)N3CCCCCC3)ccc2c1	-14.2%	-10.0%	?	-9.6%	i	2.2%	0.0	-0.8%	-10.1%
COc1ccc(NC(=O)c2cccc(N3CCCS3(=O)=O)c2)c(OC)c1	·	·	18.4%	2.1%	i	7.7%	·	·	·
Cc1ccc(OCC(=O)NCCNC(=O)c2ccco2)cc1C	15.9%	22.1%	-8.3%	17.9%	i	0.1%	-0.8	-6.2%	8.0%
Cc1nn(CC(=O)N2CCN(C34CC5CC(CC(C5)C3)C4)CC2)c(C)c1[N+](=O)[O-]	1.5%	-0.4%	-22.1%	-10.8%	i	3.7%	-8.8	-8.2%	-0.2%
O=C(Nc1nccs1)c1ccc(N2C(=O)[C@@H]3[C@H](C2=O)[C@H]2C=C[C@@H]3C2)cc1	-3.1%	-3.3%	-8.5%	0.0%	i	·	-25.0	22.9%	?
CC(=O)c1ccc(NC(=O)C2CCC(C)NC2=O)cc1 (configuration not stated)	27.7%	21.6%	23.8%	17.5%	i	13.5%	13.6	0.7%	-3.9%
Cc1cccc(OCCCn2c(=O)sc3ccccc32)c1	-2.0%	1.8%	?	0.0%	i	33.5%[activator]	-9.2	-0.3%	22.5%
CCOC(=O)c1cnc(SCC(=O)Nc2cc(C(F)(F)F)ccc2N2CCOCC2)nc1N	?	?	0.6%	-0.8%	i	-24.0%	0.9	-4.9%	10.6%
CCOC(=O)Cn1cc(C#N)c2ccccc21	-13.5%	-16.4%	-1.6%	0.3%	i	1.8%	-7.9	-11.6%	-1.0%
CCOC(=O)c1c(C)n(C)c2ccc(OC(=O)c3ccc([N+](=O)[O-])cc3)cc12	0.9%	6.4%	-1.3%	-1.0%	i	6.2%	-2.7	-4.5%	4.8%
Cc1ccc(NC(=O)CN2C(=O)COc3ccc(S(=O)(=O)Nc4ccccc4)cc32)c(C)c1	·	·	2.1%	-1.8%	?	9.6%	·	·	·
CC(C)OC(=O)C1C(=O)CC(C)(O)C(C(=O)OC(C)C)C1c1cccc(O)c1 (configuration not stated)	4.7%	3.5%	?	1.0%	i	-1.7%	-6.0	-6.9%	5.7%
O=C(CCl)NCCCN(C(=O)C(Cl)Cl)c1ccc([N+](=O)[O-])cc1	?	?	?	-7.2%	31.6µM*	·	0.0	51.1%	8.7%
